# Screens deposited in PubChem by Broad Institute.
# RAD52 inh: inhibitors of human RAD52 DNA annealing; P43351; hit rate 0.46% among 360,000; recombinant RAD52 DNA annealing, FRET fluorescence; inhibition, % at 18.7 µM;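 active = every replicate showing at least 50% inhibition; inconclusive = mean inhibition at least 50% but not in every replicate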
# Target sequence (P43351 whole entry, looked up): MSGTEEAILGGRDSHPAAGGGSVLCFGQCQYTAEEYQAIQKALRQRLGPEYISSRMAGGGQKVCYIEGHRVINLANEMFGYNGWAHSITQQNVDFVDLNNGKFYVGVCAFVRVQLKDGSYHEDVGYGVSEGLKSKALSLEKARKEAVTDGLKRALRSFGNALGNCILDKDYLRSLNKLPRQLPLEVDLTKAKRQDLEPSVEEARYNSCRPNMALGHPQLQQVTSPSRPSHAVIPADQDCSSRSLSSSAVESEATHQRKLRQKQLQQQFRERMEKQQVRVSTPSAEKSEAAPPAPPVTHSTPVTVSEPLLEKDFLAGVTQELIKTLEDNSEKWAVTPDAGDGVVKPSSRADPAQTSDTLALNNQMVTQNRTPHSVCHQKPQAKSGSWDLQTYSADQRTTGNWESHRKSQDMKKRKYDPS
# E-sel inducer: induces E-selectin expression in human endothelial cells; P16581; HUVEC E-selectin immunofluorescence imaging; normalized: neutral wells 0, TNF-alpha wells 100; activation, % at 7.58 µM; hit rate 0.37% among 260,000;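 active = mean E-selectin-positive cell signal at least 10% of the positive control, reached in at least 60% of replicates, without over 20% cell loss; inconclusive = no rule given, readout overlaps actives, possibly toxicity-flagged; inactive = the rest, including those meeting only one limit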;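 also: in these data hits start at about 27%; measured in HUVEC primary endothelial cells; signal is the percent of cells scored E-selectin positive by PE staining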
# Target sequence (P16581 whole entry, looked up): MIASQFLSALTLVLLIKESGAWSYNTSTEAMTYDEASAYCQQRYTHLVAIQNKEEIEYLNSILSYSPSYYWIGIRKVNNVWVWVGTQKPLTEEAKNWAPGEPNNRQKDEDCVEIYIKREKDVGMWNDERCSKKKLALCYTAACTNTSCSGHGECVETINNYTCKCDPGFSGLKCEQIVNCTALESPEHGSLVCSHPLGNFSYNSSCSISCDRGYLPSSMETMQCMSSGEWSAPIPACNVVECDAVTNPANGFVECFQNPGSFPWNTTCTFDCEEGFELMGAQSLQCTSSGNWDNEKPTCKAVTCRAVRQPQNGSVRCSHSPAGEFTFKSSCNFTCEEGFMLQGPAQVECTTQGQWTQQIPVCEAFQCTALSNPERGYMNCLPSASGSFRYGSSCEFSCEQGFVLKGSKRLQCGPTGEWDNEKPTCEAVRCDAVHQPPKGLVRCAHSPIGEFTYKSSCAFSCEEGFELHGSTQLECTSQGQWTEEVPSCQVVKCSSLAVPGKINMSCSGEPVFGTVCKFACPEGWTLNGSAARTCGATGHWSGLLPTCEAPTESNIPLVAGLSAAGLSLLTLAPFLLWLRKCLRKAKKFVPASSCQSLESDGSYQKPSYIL
#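 assay system = HUVEC, human umbilical vein endothelial cells | input = 3,000 HUVEC seeded per well | medium = EGM-2 growth medium on 0.1% gelatin-coated wells | dosing = one compound dose added by pin transfer | signal = immunofluorescence imaging | read-out basis = % PE-positive cells | control set = TNF-alpha, DMSO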
# XiGFP reactiv: X-chromosome reactivation activator; XiGFP mouse fibroblasts, % GFP-positive cells imaging, 3 d; cells co-treated with 5-aza-dC sensitizer; scaled so ellipticine positive control = 100%; activation, % at 7.58 µM; hit rate 0.055% among 360,000;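 active = mean normalized replicate activation at least 10% and every replicate at or above 10%; inconclusive = only one of the two criteria met; inactive = mean below 10% and not all replicates reach 10%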;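 also: 0% = median of on-plate neutral control wells and 100% = ellipticine 6 µM median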
#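 Material: SV40-immortalized XiGFP fibroblast cells, line 68-5-11 | Buffer or medium: DMEM containing 5-aza-dC | Dosing: One concentration, pinned | Times: 3 d treatment, 15 min room-temperature fixation | Controls: Ellipticine 6 µM positive control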
# GSIS activator: primary screen for activators of insulin secretion dependent on glucose, INS-1E cells, GLuc reporter luminescence; INS-1E GLuc reporter insulin secretion, 2-3 h; activation, % at 16.6 µM; hit rate 0.61% among 370,000;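 active = lowest replicate activation of at least 40%, so every replicate reaches that level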;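 also: 0% = median of neutral control wells and 100% = median of IBMX positive control wells; some compounds called inactive have numbers as strong as hits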
# F508del corr: CFTR F508del correction in bronchial cells; CFBE cells, YFP halide quenching; stimulated with forskolin plus potentiator P3; % fluorescence drop versus neutral controls; activity (quench increase), % at 7.58 µM; hit rate 0.36% among 350,000;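 active = mean added fluorescence quench of at least 8% versus neutral control, with both replicates also reaching 8%; inconclusive = only one of the mean or replicate conditions met; inactive = mean below 8% and not both replicates reaching 8%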;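 also: cells transiently co-express mutant CFTR-F508del with the halide-sensitive YFP; corrector assay measuring rescue of mutant channel to the surface after 24 h compound exposure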
# DENV2 CPE rescue: inhibitors of DENV2 cytopathic effect. DENV2-infected cells, cytopathic effect rescue, plate reader. CPE inhibition, % at 9.99 µM. hit rate 1.7% among 350,000; in the data active = CPE inhibition above about 20%, passing the limit was not always enough; inconclusive = no clear call, values can overlap the other calls; tested in BHK-21 cells;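 also: 0% = median of neutral control wells and 100% = median of positive control wells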
# Casp6 inh: inhibitors of human caspase-6 | P55212 | inhibition, % at 12.5 µM | purified caspase-6, Z-VEID-R110 cleavage fluorescence | hit rate 0.53% among 350,000;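 active = mean inhibition across replicates at least about 35%, with every replicate also reaching that limit, limit read from the data; inconclusive = only one of the two criteria met; inactive = neither criterion met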;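 also: 0% = median of neutral control wells and 100% = no fluorescence left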
# RAD54 inh: inhibitors of human RAD54 branch migration; Q92698; RAD54 Holliday junction branch migration, FAM/BHQ fluorescence; inhibition, % at 10.4 µM; hit rate 0.14% among 360,000; AID 602329;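 active = mean normalized replicate activity at least 40 and at least half of replicates scoring 40 or more; inconclusive = only one of the two criteria met; inactive = mean below 40 and under half of replicates reaching 40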;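 also: 0% = median of neutral control wells and 100% = median of positive control wells; inhibitors cause a drop in the FAM fluorescence signal; in these data hits start at about 50%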
# Active calls of the source: *; ? = inconclusive; nt = not tested or not shown.
SMILES,RAD52 inh,E-sel inducer,XiGFP reactiv,GSIS activator,F508del corr,DENV2 CPE rescue,Casp6 inh,RAD54 inh
Cc1cccc(NC(=O)CN2C(=O)N/C(=C/c3cc(C)n(-c4ccncc4)c3C)C2=O)c1,-8,0.0,0.1,nt,nt,nt,5,-3
CCCCCCCCCCCCN1[C@@H](CC(=O)OC)c2cc(C(F)(F)F)ccc2S1(=O)=O,nt,1.3,0.0,-5,0.4,nt,nt,-9
CCOc1ccccc1Nc1nc(N)nc(CN2CCCCC2C)n1 (stereo not given),-6,-0.4,0.1,5,-0.8,0,5,1
Cc1ccc(-c2c(C)cc3oc(=O)cc(-c4ccccc4)c3c2C)cc1,-14,nt,-0.1,-5,2.1,1,0,-1
COC(=O)[C@@H]1C[C@H]2CC[C@H](O)C[C@H]2N1Cc1ccc(N2CCN(C)CC2)cc1,-7,0.7,0.1,9,-1.0,-1,nt,3
Cc1ccc(NC(=O)Cc2nc(CN(C)CC(=O)Nc3ccc(C)cc3)cs2)cc1,-1,nt,0.0,7,-2.5,-1,-1,-4
C[C@H](CO)N1C[C@H](C)[C@H](CN(C)Cc2ccc3c(c2)OCO3)Oc2ccc(NC(=O)c3ccncc3)cc2CC1=O,-11,0.0,-0.2,2,-2.1,11,-1,16
O=c1[nH]c(=O)c2nc3ccccc3nc2[nH]1,-14,0.2,0.1,4,1.5,1,1,-4
Cc1cc(/C=N/NC(=O)c2c(Br)cnn2C)c(C)n1-c1cccc(Br)c1,-21,nt,0.0,44,1.7,6,-5,nt
COc1ccc2ccn(C)c2c1,-2,0.4,0.3,nt,-3.2,-2,-3,1
CCCCN(C=O)c1c(CC)nc2ccc(C(=O)N3CCN(S(=O)(=O)CC)CC3)cn12,7,nt,-0.1,nt,0.5,-4,3,-10
COCc1cn(CC[C@@H]2CC[C@@H](NC(=O)Nc3ccc(Cl)cc3)[C@@H](CO)O2)nn1,10,-0.1,0.0,0,-0.1,-12,2,-1
O=C(C[C@H]1CC[C@@H](NC(=O)C2CCC2)[C@H](CO)O1)NCc1ccncc1,-10,0.3,-0.1,11,-2.6,9,1,2
COc1cccc(CNc2nc(NCc3ccccc3OC)nc3ccsc23)c1,-11,0.0,0.0,-23,-4.0,-8,-2,-3
C[C@@H]1OC(C2CCCCC2)N(C)[C@H]2C[C@H]3c4[nH]c5cccc(-c6ccccc6)c5c4CCN3C(=O)[C@@H]12 (stereo not given in full),-12,-0.4,0.6,-14,1.2,-2,0,nt
CCCC#Cc1ccc([C@H]2[C@@H](CO)N3C(=O)CN(C(=O)Nc4cccc(F)c4)C[C@H]23)cc1,-3,-0.2,0.0,-7,0.7,-3,-1,nt
CC(C)NC(=O)N(C)C[C@H]1Oc2cc(C#Cc3ccc(F)cc3)ccc2S(=O)(=O)N([C@@H](C)CO)C[C@@H]1C,16,0.6,0.6,-5,-0.3,5,1,2
CC(C)NC(=O)NCC[C@H]1CC[C@@H](NS(=O)(=O)c2ccc(-c3ccccc3)cc2)[C@H](CO)O1,9,0.2,-0.1,-8,0.0,-3,2,2
C=CCn1c(SCC(=O)NC2CC2)nc2ccccc2c1=O,-15,0.3,0.1,-10,-1.6,-4,-5,3
C[C@@H]1CN([C@H](C)CO)C(=O)c2cccc(NC(=O)C3CCOCC3)c2O[C@@H]1CN(C)C(=O)Nc1ccc2c(c1)OCO2,-1,-0.1,-0.2,3,-0.6,-8,nt,0
CSc1ccc(C(=O)C2CCCN(Cc3cccc4nccnc34)C2)cc1 (stereo not given),-10,-0.1,0.4,-2,-2.5,-3,1,nt
O=c1c(Cl)c(NCc2ccccc2Cl)cnn1C12CC3CC(CC(C3)C1)C2,-4,nt,0.1,-2,0.3,?,3,nt
COCCn1nnnc1C(c1cccs1)N1CCCC(C)C1 (stereo not given),-19,-0.7,0.3,14,-1.7,-3,-1,1
C=C1CCC2[C@](C)(CO[C@@H]3O[C@H](CO)[C@@H](O)[C@H](O)[C@H]3O)CCC[C@@]2(C)[C@@H]1CCC1=CCOC1=O (stereo not given in full),-11,nt,nt,5,1.3,9,-4,4
O=C(Nc1nncs1)c1ccc(F)c(S(=O)(=O)N2CCCCC2)c1,-22,-0.2,0.1,9,0.0,?,0,-10
CCN(CC(=O)NCc1ccc(Cl)cc1)C(=O)c1ccc2cc(OC)ccc2c1,-20,nt,0.1,-6,0.8,-5,-1,-5
O=C(C[C@@H]1CC[C@@H]2[C@H](COC[C@H](O)CN2S(=O)(=O)c2ccc(Cl)cc2)O1)NCCN1CCCCC1,17,0.1,0.0,17,-1.4,?,-1,nt
CCC/C(=N\NC(=O)Cc1csc(N2CCOCC2)n1)c1ccccc1,-10,nt,0.0,-7,nt,-6,1,nt
O=C(NCC(c1cccnc1)N1CCOCC1)NC1CCCCC1 (stereo not given),-4,nt,0.0,-9,nt,-3,-2,nt
C[C@@H]1CCCCO[C@@H](CN(C)C(=O)c2ccccc2)[C@H](C)CN([C@@H](C)CO)C(=O)c2cc(NC(=O)CCC(F)(F)F)ccc2O1,7,1.0,0.2,-5,-1.4,2,-1,4
Cc1ccc(S(=O)(=O)/N=C2\C=C(Nc3cccc(C(=O)O)c3)C(=O)c3ccccc32)cc1,2,2.2,0.0,-14,-3.9,-1,99*,5
O=S(=O)(NC1CCN(Cc2ccccc2)CC1)c1ccc2ccccc2c1,-16,2.5,0.0,35,0.3,nt,-2,nt
N#C[C@H]1[C@@H](c2ccccc2)[C@H](CO)N1C(=O)c1ccc2c(c1)OCO2,-1,1.0,-0.1,-5,-1.0,-2,-4,8
CC(=O)NC[C@H]1[C@@H](c2ccc(-c3cccc(F)c3)cc2)[C@@H](CO)N1C(C)=O,-10,0.3,0.1,14,3.5,6,-2,-2
COc1ccc(NC(=O)C(=O)N/N=C/c2cccnc2)c(OC)c1,0,nt,nt,-2,-1.1,0,2,-3
COc1ccc(NC(=O)CCCn2nc(C)c3c(C)n(-c4ccccc4)nc3c2=O)cc1OC,-7,0.3,0.3,28,0.3,-7,-4,-1

# Complete entries, looked up by structure.
# Cc1ccc(S(=O)(=O)/N=C2\C=C(Nc3cccc(C(=O)O)c3)C(=O)c3ccccc32)cc1 as listed: RAD52 inh = 2; E-sel inducer = 2.2; XiGFP reactiv = 0.0; GSIS activator = -14; F508del corr = -3.9; DENV2 CPE rescue = -1; Casp6 inh = 99*; RAD54 inh = 5
# O=S(=O)(NC1CCN(Cc2ccccc2)CC1)c1ccc2ccccc2c1 as listed: RAD52 inh = -16; E-sel inducer = 2.5; XiGFP reactiv = 0.0; GSIS activator = 35; F508del corr = 0.3; DENV2 CPE rescue = nt; Casp6 inh = -2; RAD54 inh = nt

# Next section:
SMILES,RAD52 inh,E-sel inducer,XiGFP reactiv,GSIS activator,F508del corr,DENV2 CPE rescue,Casp6 inh,RAD54 inh
O=C(NCCc1ccccc1)C1CCCN(c2nc3ccccc3s2)C1 (stereo not given),1,nt,0.4,-26,-1.3,0,-2,9
COc1cccc(NC(=O)CN(C)C(=O)c2c(C)nn(-c3ccccc3)c2Cl)c1,-15,2.3,0.0,4,-0.9,4,2,1
C[C@@H]1CN([C@@H](C)CO)C(=O)c2cc(NC(=O)C3CCCCC3)ccc2O[C@@H](C)CCCCO[C@H]1CN(C)Cc1ccc(C(F)(F)F)cc1,nt,-0.1,-0.1,-9,5.3,nt,nt,5
NC(=O)C1CCN(C2=C(NS(=O)(=O)c3ccc(Cl)cc3)C(=O)c3ccccc3C2=O)CC1,6,0.0,0.2,-2,-0.4,-5,8,nt
CC(=O)c1cccc(OCC(O)CNCCc2ccc(Cl)cc2)c1 (stereo not given),-28,0.0,0.0,8,-0.5,?,-9,-3
COc1ccc(CNC(=O)CSc2nnc(-c3cccnc3)n2N)cc1,-10,-1.8,0.0,-4,0.1,0,-1,7
CSc1nc(N)nc(SCC(=O)CC(=O)OC(C)C)c1C#N,-29,-1.6,nt,27,nt,nt,5,10
CC(C)CC#Cc1ccc([C@H]2[C@@H](CO)N3C(=O)CN(C(=O)Nc4ccc(F)cc4)C[C@@H]23)cc1,-7,-0.6,0.0,-23,-0.5,7,0,nt
CC(=O)Nc1ccc(NC(=O)c2cc(S(=O)(=O)N3CCCCC3)ccc2C)cc1,-2,0.0,0.0,1,-1.3,4,3,-1
Cc1noc(C)c1S(=O)(=O)N(C)C[C@H]1Oc2c(NC(=O)C3CCCCC3)cccc2C(=O)N([C@H](C)CO)C[C@@H]1C,4,-0.1,0.1,16,0.2,-6,nt,-18
CN(C)C(=O)c1cccc(-c2ccc([C@H]3[C@@H](C#N)N(C(=O)C4CCCC4)[C@H]3CO)cc2)c1,-54,-0.1,0.0,-31,0.3,-10,1,nt
CSC(=NC1CCCCC1)NS(=O)(=O)c1ccccc1,-4,0.1,0.3,0,1.4,1,-2,4
Cc1ccc(-c2ccc([C@@H]3[C@@H](CO)N4CCCCN(S(=O)(=O)c5cccc(C)c5)C[C@H]34)cc2)cc1,53*,nt,nt,nt,-1.9,0,-2,6
NC(=O)c1cc(S(=O)(=O)N2CCN(c3ccc([N+](=O)[O-])cc3)CC2)cs1,0,nt,0.1,-6,-3.3,-5,2,-2
C[C@H]1CCCCO[C@@H](CN(C)Cc2ccc3c(c2)OCO3)[C@@H](C)CN([C@@H](C)CO)C(=O)c2cc(NC(=O)c3ccccc3)ccc2O1,11,1.7,-1.1,-24,1.8,-6,-1,-9
CN(CC(=O)Nc1cccc(F)c1)C(=O)CC1CC2CCC1C2 (stereo not given),0,-3.5,0.1,-15,-3.1,8,1,1
N#CCC(=O)NNc1c([N+](=O)[O-])cc(C(F)(F)F)cc1[N+](=O)[O-],-8,0.4,-0.1,3,-1.5,4,-1,1
CO[C@@H]1CN(C)C(=O)c2cc(NS(C)(=O)=O)ccc2OC[C@H](C)N(C(=O)C2CC2)C[C@@H]1C,5,-0.2,-0.4,4,3.5,?,-5,13
CC(C)CC#Cc1ccc([C@H]2[C@@H](CO)N3C(=O)CN(C(=O)Nc4cc(F)ccc4F)C[C@H]23)cc1,3,0.0,0.1,-14,-0.1,-8,0,nt
CC(C)C#Cc1ccc2c(c1)O[C@@H](CN(C)C(=O)c1ccccn1)[C@@H](C)CN([C@H](C)CO)S2(=O)=O,3,0.1,-0.9,10,2.0,-7,-2,-3
O=C(CN(Cc1ccco1)C(=O)c1ccc(N2CCCC2=O)cc1)Nc1ccccc1C(F)(F)F,-16,-1.8,-0.7,-17,-2.6,5,9,nt
O=C(Cn1ccc(C(F)(F)F)n1)NNC(=O)c1ccco1,11,0.3,0.0,15,-3.7,-1,0,1
Cc1ccc(C2(c3noc(CN(C)CC4CCCCO4)n3)CCCC2)cc1 (stereo not given),-5,nt,0.0,-36,3.5,-5,2,0
Cc1nn(-c2ccc(N3CCOCC3)nn2)c(C)c1CCC(=O)Nc1ccc(F)cc1,5,nt,0.0,4,-3.2,-1,-3,-7
O=C(COC(=O)c1cnccn1)Nc1c(Cl)cc(Cl)cc1Cl,-13,-0.2,-0.1,-10,-4.2,-2,1,-5
COc1ccc(S(=O)(=O)N2CCCCC2c2cc(C(=O)N3CCOCC3)no2)cc1 (stereo not given),-4,0.0,0.1,-4,-0.5,-1,1,8
CN1C(=O)N(c2ccc(Cl)cc2)C(C)(O)CC1(C)C (stereo not given),-7,0.2,-0.1,9,-0.1,3,-4,10
